Assay outcomes deposited in PubChem by National Center for Advancing Translational Sciences (NCATS).
D1 antagonist = human D1 dopamine receptor antagonism. P21728. HEK293 TREx D1 cells, calcium flux, dopamine EC80; hits give low values. activity change, negative = inhibition, % at 10 µM. 3.2% of 360,000 active; in the data active = activity change below about -30%; note: % is set by controls: 0 for no effect and ±100 for the full control effect
Target sequence (P21728 whole entry, looked up): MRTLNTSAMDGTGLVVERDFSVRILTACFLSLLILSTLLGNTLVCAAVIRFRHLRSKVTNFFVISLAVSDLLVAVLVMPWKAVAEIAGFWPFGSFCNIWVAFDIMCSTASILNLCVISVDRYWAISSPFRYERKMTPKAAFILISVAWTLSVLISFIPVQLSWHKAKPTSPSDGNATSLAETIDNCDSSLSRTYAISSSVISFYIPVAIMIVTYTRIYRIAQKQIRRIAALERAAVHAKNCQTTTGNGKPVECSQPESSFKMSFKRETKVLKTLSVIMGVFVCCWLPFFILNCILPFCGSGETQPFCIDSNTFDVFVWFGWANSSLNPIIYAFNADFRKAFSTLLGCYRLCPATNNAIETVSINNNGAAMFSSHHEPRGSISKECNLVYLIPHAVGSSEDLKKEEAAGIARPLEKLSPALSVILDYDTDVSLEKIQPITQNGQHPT
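Tetracycline-induced HEK293 T-REx cells with force-coupled D1 receptor were loaded with a no-wash calcium dye. Compound was added after a 10 s baseline and read kinetically for 180 s; EC80 dopamine was then added and calcium flux followed another 180 s.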
RXFP1 antag = antagonists of human relaxin receptor RXFP1; HEK293-RXFP1, relaxin-stimulated cAMP HTRF, 30 min; hits give low values; activity change, negative = inhibition, % at 57.5 µM; 0.59% of 350,000 active;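 active = activity change of -60% or lower, but not beyond a set lower limit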; note: % is set by controls: 0 for no effect and ±100 for the full control effect
D2 antag = D2 dopamine receptor (human) antagonism. P14416. HEK293 TREx D2 cells, calcium flux, dopamine EC80. inhibition, % at 10 µM. 2% of 340,000 active. AID 485344; in the data active = inhibition above about 30%; note: 0% is about no effect
Target sequence (P14416 whole entry, looked up): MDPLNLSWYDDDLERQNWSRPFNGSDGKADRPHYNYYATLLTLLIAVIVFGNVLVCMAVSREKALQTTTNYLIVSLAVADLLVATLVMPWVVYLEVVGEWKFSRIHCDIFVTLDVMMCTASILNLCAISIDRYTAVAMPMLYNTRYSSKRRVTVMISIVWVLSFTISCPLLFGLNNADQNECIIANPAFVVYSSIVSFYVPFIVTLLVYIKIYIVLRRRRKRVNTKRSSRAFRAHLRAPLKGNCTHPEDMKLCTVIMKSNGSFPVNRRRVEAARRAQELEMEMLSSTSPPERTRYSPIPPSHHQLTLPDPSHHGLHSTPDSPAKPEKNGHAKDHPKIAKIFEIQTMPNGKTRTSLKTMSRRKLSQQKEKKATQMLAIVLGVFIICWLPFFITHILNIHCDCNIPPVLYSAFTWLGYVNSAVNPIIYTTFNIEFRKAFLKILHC
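Measurement of antagonist activity uses fluorescent calcium dye in inducible HEK293 T-REx D2 cells: 10 s baseline, compound addition with 180 s read, EC80 dopamine addition with a further 180 s read.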
D1 agonist = agonists of human D1 dopamine receptor; activation, % at 2 µM; 1% of 360,000 active; P21728; HEK293 T-REx D1 cells, calcium flux, agonist mode; note: 0% is about no effect
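Inducible HEK293 T-REx D1 cells, force-coupled to calcium signalling, were plated at 4000 cells/well with tetracycline and held overnight at 30 C. After no-wash calcium dye loading, compound-evoked calcium rise over 180 s flagged agonists.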
D1 PAM = human D1 dopamine receptor positive modulation; P21728; HEK293 TREx D1 cells, calcium flux, dopamine EC20 potentiation; potentiation, % at 10 µM; 0.036% of 360,000 active; in the data active = potentiation above about 30%; note: 0% is about no effect
TRHR PAM = allosteric enhancers of human TRH receptor; TRHR cells, fluo-8 calcium fluorescence, EC20 TRH enhancement; enhancement, % at 2 µM; 0.66% of 360,000 active; AID 493056; in the data active = enhancement above about 30%; note: 0% is about no effect
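TRHR-expressing cells loaded with fluo-8 calcium dye were read kinetically (ex 480/em 530) during compound addition, then stimulated with an EC20 of TRH (10 nM final). Enhancement of the Gq-mediated intracellular calcium response was scored.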
D2 agonist = activates the human D2 dopamine receptor; P14416; HEK293 T-REx D2 cells, calcium flux agonist mode; activation, % at 2 µM; 0.53% of 340,000 active; AID 485358;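 active = activation over 3 SD above normal in the single-dose calcium agonist read, cut at about 30% in these data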; note: 0% is about no effect
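Calcium-flux readout, 1 cycle/sec over 180 s following compound pin transfer, in inducible HEK293 Trex D2 cells (force-coupled); dopamine controls included. Positive calcium responses during this window marked compounds as potential agonists.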
TRHR agonist = activates the human TRH receptor. P34981. TRHR cells, calcium flux fluo-8, FDSS agonist mode. activation, % at 2 µM. 0.18% of 360,000 active. AID 493084; note: 0% is about no effect
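Steps: seed TRHR cells overnight; add fluo-8 no-wash Ca dye, RT 30 min–1.5 h; record 10 s baseline; pin-transfer compounds; monitor fluorescence 1 cycle/s for the agonist window. Calcium increases flag candidate agonists.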
D2 PAM = positively modulates the human D2 dopamine receptor allosterically | AID 485347 | 0.34% of 340,000 active | potentiation, % at 10 µM | HEK293 T-REx D2, calcium flux, EC20 dopamine potentiation;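 active = potentiation over 3 SD above the plate norm, cut at about 30% in these data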; note: 0% is about no effect
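Potentiation of an EC20 dopamine calcium response is measured in a force-coupled, tetracycline-inducible Hek293 Trex D2 line. Compound-only kinetic reads over 180 s flag agonists before dopamine addition.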
Active calls of the source: *; nt = no result given. Cut-off read from the data, not from the text of the source, unless noted: active = activation above about 30%; inactive = the rest. Compounds as they come; any-hit rate near 7.3%.

SMILES	TRHR agonist	D2 agonist	D1 agonist	RXFP1 antag	D1 PAM	TRHR PAM	D2 PAM	D2 antag	D1 antagonist
C=CC1CN(CC(=O)OC)S(=O)(=O)c2ccccc21 (configuration not stated)	-0.4	-1.9	1.2	nt	-8.4	19.4	-0.2	5.8	17.4
CCCc1cc(-c2n[nH]c(=S)n2Cc2ccccc2)cs1	-0.2	1.9	1.0	8.3	-1.2	-5.3	3.7	-9.3	nt
Cc1ccc(CCC(=O)Nc2ncc(Cc3cccc(Cl)c3Cl)s2)o1	1.2	0.6	3.6	-3.6	5.7	4.5	4.7	-9.2	5.3
CCOC(=O)c1cc(OC(=O)c2ccccc2C)n(-c2ccccc2)n1	-0.1	0.0	1.8	nt	-6.5	7.6	-4.1	nt	-28.8
Cc1nc(Nc2cccc(C(C)O)c2)c2nnn(Cc3ccc(F)cc3)c2n1 (configuration not stated)	0.2	0.1	3.7	2.8	-1.6	-2.4	11.2	-2.9	12.7
Cc1ccc(/C=N/NC(=O)C(NC(=O)c2ccccc2)c2n[nH]c(=O)c3ccccc23)cc1 (configuration not stated)	-0.2	-0.6	6.3	-14.0	-2.8	-3.8	-1.0	-14.7	0.3
CC1(C)CC(=O)C=C(NNC(=O)c2ccccc2)C1	0.0	-1.2	2.8	5.8	-4.5	-4.1	-5.2	23.4	-14.0
NC(=O)C1CCN(C(=S)NC2CC3C=CC2C3)CC1 (configuration not stated)	1.0	1.3	2.3	5.7	-1.6	-2.7	-8.6	-8.3	-13.4
O=S(=O)(c1ccccc1)N1CCC2(CC1)OCCN2S(=O)(=O)c1cccs1	-0.5	0.4	14.6	-9.4	-5.3	0.2	-1.8	18.0	0.3
CC(C)CC1Nc2ncnc(N3CCN(c4ccccn4)CC3)c2N(Cc2ccc(Br)cc2)C1=O (configuration not stated)	0.1	2.5	3.1	nt	-1.3	1.2	-1.9	-12.5	2.3
Cc1cc(C)n2nc(C(=O)Nc3ccc4c(c3)CCC4)nc2n1	0.6	0.4	-0.4	-10.9	-5.2	-2.0	-0.9	-5.9	-11.8
O=c1[nH]c2ccccc2cc1CN(CC1CCCO1)S(=O)(=O)c1ccccc1 (configuration not stated)	0.0	0.2	-1.0	-1.8	-6.8	-19.9	-25.4	34.6*	-34.9*
CC(=O)c1nnn(-c2ccc([N+](=O)[O-])cc2)c1C	5.4	-0.3	1.6	1.2	-4.3	12.7	6.8	-13.5	-7.8
Cc1c(CN(C)C(=O)c2cc(-c3ccccc3)nc3ccc(Br)cc23)cnn1C	-0.8	-0.1	0.1	nt	0.3	12.1	15.8	nt	3.9
COc1ccccc1N1CCN(C(c2ccc(Cl)cc2)c2nnc(-c3cccc(F)c3)o2)CC1 (configuration not stated)	0.5	-0.3	-0.8	-24.9	-0.1	4.6	-5.7	nt	28.6
Cc1cccc(C(=O)Nc2ccc(C(=O)Nc3ccc(O)cc3)cc2)c1	0.0	-1.2	1.0	-12.6	-6.0	-5.7	2.6	-9.0	-15.4
CCOC(=O)c1c(NC(=O)C2=C(C)NC(=S)NC2c2ccc(CC)cc2)sc(C)c1C (configuration not stated)	-0.1	0.6	1.9	nt	-2.4	-7.1	5.1	-7.6	4.1
COc1ccc(C(=O)Nc2c(N)nc(SCC(=O)NCC3CCCO3)[nH]c2=O)cc1OC (configuration not stated)	1.1	19.4	0.3	-4.1	11.4	-2.9	10.6	-9.8	6.1
CC(C)N1C2OC(C3OC4C(O3)N(C(C)C)S(=O)(=O)N4C(C)C)OC2N(C(C)C)S1(=O)=O (configuration not stated)	0.5	-0.7	0.1	3.8	3.8	4.8	2.5	-0.3	9.9
CC(C)(C)c1ccc(OCCC(=O)NC2=NCCS2)cc1	1.6	1.7	8.8	3.4	-8.8	-3.0	-3.5	1.6	13.7
CN1C(=O)c2ccccc2Sc2ccc(NC(=O)c3ccccc3F)cc21	-0.1	-0.6	1.8	-9.4	-2.2	-0.4	0.5	nt	8.9
COCCNC(=O)C1CCN(c2nc3ccccc3nc2C(F)(F)F)CC1	-0.1	nt	2.5	nt	-3.9	-1.5	-6.1	nt	8.6
CCN(CC)CCn1nc(C)nc1-c1ccccc1O	3.1	0.0	3.2	8.2	-9.0	7.5	11.6	-15.6	12.7
O=C(O)c1ccc(NS(=O)(=O)c2ccc3c(c2)OCCCO3)cc1	-0.2	-0.3	-0.6	11.6	-1.9	-3.3	15.7	-5.4	-3.4
N=C1C(c2ccccc2)=C(O)CN1c1cccc2ccccc12	0.4	nt	-0.2	-7.0	-0.5	-0.5	nt	nt	24.1
N#Cc1ccc(-c2nc3ccccc3c(=O)n2O)cc1	-0.9	0.6	0.9	3.1	2.4	7.3	16.2	2.4	-10.3
COC(=O)c1c(NC(=O)Cc2ccccc2)sc(C)c1C	-0.1	0.1	1.2	-12.9	-2.4	-2.1	-2.5	12.3	7.3
CC(C)[C@H](NC(=O)c1ccc(F)cc1)C(=O)OCC(=O)NC(=O)c1cccn1C	-0.6	-0.8	1.6	-1.4	-11.1	-7.3	5.4	7.4	-12.0
O=C(CN1C(=O)COc2ccccc21)N1CCCC1	1.0	0.8	4.0	3.5	0.2	-0.9	6.4	1.9	-6.7
O=C(Cn1cnc2c(nnn2Cc2ccc(F)cc2)c1=O)Nc1cccc(F)c1	0.8	0.6	1.6	-2.8	0.7	-5.7	-4.2	37.0*	8.9
CC12CCC(C(=O)N(Cc3ccccc3)Cc3ccccc3)(OC1=O)C2(C)C (configuration not stated)	0.1	-3.2	2.8	-6.8	-9.3	-6.9	-7.6	6.0	-1.7
Cc1c(NS(=O)(=O)c2ccc(Br)s2)c(=O)n(-c2ccccc2)n1C	-0.1	-1.1	1.6	-13.0	-3.3	10.3	12.2	2.6	4.4
CN(C(=O)c1ccc2c(c1)N(Cc1cccc(Cl)c1)C(=O)c1ccccc1S2=O)C1CCCCC1 (configuration not stated)	0.2	1.2	1.0	5.2	0.2	-5.6	18.4	nt	2.7
O=S(=O)(NCc1ccccn1)c1cccc2nsnc12	0.0	nt	2.9	3.1	-6.3	5.2	nt	nt	-6.0
O=C(NN1CCOCC1)c1cccc(Cl)c1	1.0	nt	0.5	7.2	-1.8	-2.3	nt	nt	7.4
CCOc1ccc(N(C)S(=O)(=O)c2ccc(-c3cc(C)no3)s2)cc1	0.6	0.2	14.7	4.5	-1.8	-1.3	-1.8	1.8	-28.6
CC(=O)c1ccc(NC(=O)c2ccc([N+](=O)[O-])o2)cc1	-0.8	-0.6	4.2	13.0	-7.7	-5.6	5.7	9.1	-15.0
Cc1nc2c(-c3ccc(F)cc3)c(C)nn2c(C)c1CCC(=O)N1CCC(Cc2ccccc2)CC1	0.6	-0.7	2.6	nt	-3.4	5.0	3.1	-3.1	-3.4
CCOc1ccc(C(=O)NNC(=O)c2cc(C)oc2C)cc1	0.3	-2.3	4.0	3.5	10.8	0.6	20.1	-4.8	-3.3
CC(Sc1nnc2ccccn12)C(N)=O (configuration not stated)	-0.3	0.0	2.6	-6.9	-0.9	-2.8	1.3	-5.8	-4.3
CCOc1ccc(OCC)c(NC(=O)CCNS(=O)(=O)c2cc(Br)cnc2N)c1	-1.9	0.0	0.1	9.4	0.3	-10.4	0.3	-11.4	-6.9
NC(=O)[C@@H]1CCCNc2c(F)cc([N+](=O)[O-])cc2C(=O)N[C@@H](CCC(=O)O)C(=O)N[C@@H](CO)C(=O)N1	0.0	-0.1	-2.5	nt	-1.8	1.1	4.3	-18.1	12.1
CC(C)SCc1nc2ccccc2[nH]1	-0.2	0.5	0.3	-0.2	-6.0	1.1	-8.8	-24.7	8.3
COC(=O)[C@]1(CC(C)C)N[C@H](c2ccc(SC3CCCCC3)c(OC)c2)[C@@H]2C(=O)N(C)C(=O)[C@@H]21	0.1	-0.2	0.5	nt	-2.5	3.5	32.3*	0.2	-1.9
Cc1c(C)n(CCc2ccccc2)c2ncnc(NN)c12	-1.1	-0.8	7.7	2.1	-6.1	10.8	15.0	10.5	0.0

5 entries from above, arranged by their value in D1 antagonist, rising:
Compound,D1 antagonist
CCOc1ccc(OCC)c(NC(=O)CCNS(=O)(=O)c2cc(Br)cnc2N)c1,-6.9
Cc1nc2c(-c3ccc(F)cc3)c(C)nn2c(C)c1CCC(=O)N1CCC(Cc2ccccc2)CC1,-3.4
CC12CCC(C(=O)N(Cc3ccccc3)Cc3ccccc3)(OC1=O)C2(C)C (configuration not stated),-1.7
O=C(NN1CCOCC1)c1cccc(Cl)c1,7.4
NC(=O)[C@@H]1CCCNc2c(F)cc([N+](=O)[O-])cc2C(=O)N[C@@H](CCC(=O)O)C(=O)N[C@@H](CO)C(=O)N1,12.1

Additional compounds follow.
SMILES	TRHR agonist	D2 agonist	D1 agonist	RXFP1 antag	D1 PAM	TRHR PAM	D2 PAM	D2 antag	D1 antagonist
Cc1nc(NC(=O)CC(C)C)sc1-c1csc(Nc2ccc(Cl)cc2Cl)n1	0.6	0.3	2.7	nt	7.3	5.9	9.4	7.2	-11.4
CC1CC(C)CN(CC(=O)NC(c2ccccc2)c2ccccc2)C1 (configuration not stated)	-1.3	-0.7	4.6	-8.8	-3.8	-9.7	-12.7	3.9	10.1
CCC1=C(OC(=O)N(CC)CC)N2C(=O)OC(=NCC(=O)OC)[C@]2(C)[C@H]2C1=CC[C@H]1C(=O)NC(=O)[C@H]12	-0.2	-0.4	0.7	nt	-0.9	-0.8	1.3	21.4	-0.5
COc1ccc(CC(=O)NC2CCCc3ccccc32)cc1 (configuration not stated)	-0.9	1.3	1.6	-6.0	-2.1	1.4	8.8	-12.9	-12.9
CC(=O)N/C(=N\c1nc(C)cc(C)n1)Nc1ccccc1Cl	0.1	-0.5	2.2	-5.4	-4.6	8.4	5.9	-5.8	-2.7
CN(c1ccccc1)S(=O)(=O)c1cccc(C(=O)NNC(=O)c2ccncc2)c1	0.1	1.1	0.6	4.6	0.1	5.8	1.7	5.7	1.6
CN(C)CCCN1C(=O)C(=O)/C(=C(/O)c2ccc(OCc3ccccc3)cc2)C1c1cccnc1 (configuration not stated)	0.9	1.1	3.8	nt	-4.0	8.8	12.4	-5.1	13.9
CC(=O)c1cccc(NC(=O)C(NC(C)C)c2ccccc2)c1 (configuration not stated)	-0.1	-0.9	-0.3	-12.4	-7.0	-2.2	23.4	5.5	7.2
CCNC(=O)C1Cc2cc(S(=O)(=O)N3CCCC3)ccc2N1C(C)=O (configuration not stated)	1.1	0.6	1.7	18.3	-4.8	-2.5	-6.6	13.2	-1.5

2 consecutive records from above:
SMILES	TRHR agonist	D2 agonist	D1 agonist	RXFP1 antag	D1 PAM	TRHR PAM	D2 PAM	D2 antag	D1 antagonist
C=CC1CN(CC(=O)OC)S(=O)(=O)c2ccccc21 (configuration not stated)	-0.4	-1.9	1.2	nt	-8.4	19.4	-0.2	5.8	17.4
CCCc1cc(-c2n[nH]c(=S)n2Cc2ccccc2)cs1	-0.2	1.9	1.0	8.3	-1.2	-5.3	3.7	-9.3	nt
